# Compound activity: PubChem, several laboratories
# IDE cell activ: activators of human insulin-degrading enzyme in cells; HEK cells, FAbeta-B cleavage, fluorescence polarization; 0% vehicle, 100% cell-free pure enzyme wells; activation, % at 5.96 µM; actives 0.073% (n = 340,000); AID 493087;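 active = activation above the mean of all tested compounds plus 3 SD, set per screening campaign, cut at about 17% in these data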
# IDE cell inh: inhibits human insulin-degrading enzyme in HEK cells; FAbetaB cleavage, fluorescence polarization; inhibition, % at 5.59 µM; actives 0.41% (n = 320,000); AID 434962;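 active = percent inhibition above the average of all tested compounds plus 3 SD, set per screening campaign, cut at about 16% in these data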;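 also: IDE supplied by intact live HEK cells; FP after avidin binding of uncleaved biotin substrate so inhibition keeps polarization high; 0% = DMSO wells and 100% = 60 µM reference IDE inhibitor Ii1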
# NALP1 yeast inh: NALP1 inhibition; S. cerevisiae NALP1/ASC/caspase-1 growth, X-gal OD620, 72 h; inhibition, % at 10 µM; actives 0.61% (n = 280,000); AID 2071; in the data active = inhibition mostly above about 24%, no sharp cut-off; inactive = mostly below about 32%; also: some compounds called inactive have numbers as strong as hits
# M18AAP inhibitor: blocks P. falciparum M18 aspartyl aminopeptidase; recombinant PfM18AAP, H-Glu-NHMec fluorogenic cleavage; inhibition, % at 7.35 µM; actives 1.2% (n = 290,000);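 active = inhibition above the campaign mean inhibition over all tested compounds plus 3 SD, cut at about 28% in these data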;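 also: 0% = plate median of test compound wells and 100% = 2 mM ZnCl2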
# VIM-2 inhibitor: blocks Pseudomonas aeruginosa VIM-2 metallo-beta-lactamase. purified VIM-2, nitrocefin hydrolysis, epi-absorbance fluorescence. inhibition, % at 5.6 µM. actives 0.89% (n = 290,000). AID 1527;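 active = inhibition above the mean of all tested compounds plus 3 SD, cutoff set per screening run, cut at about 7.5% in these data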;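 also: red hydrolysis product quenches plate fluorescence so inhibitors raise well fluorescence; 0% = enzyme with DMSO and 100% = DMSO without enzyme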
# IMP-1 inh: inhibitors of Pseudomonas aeruginosa IMP-1 metallo-beta-lactamase | inhibition, % at 5.6 µM | actives 0.45% (n = 290,000) | purified IMP-1, nitrocefin hydrolysis, epi-absorbance fluorescence | AID 1556;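 active = inhibition above the mean plus 3 SD of all compounds in the same screening run, cut at about 4.5% in these data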;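 also: 0% = IMP-1 with DMSO and 100% = DMSO wells lacking enzyme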
#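 System: purified IMP-1 / Input: IMP-1 dispensed at 0.2 nM / Medium: 50 mM HEPES pH 7.1, 50 µM ZnSO4, 0.05% Brij 35 / Timing: 15 min enzyme–compound preincubation, then 25 min nitrocefin reaction, 25 °C / Technique: plate fluorescence quenching by hydrolysis product, ex 480/em 530 nm / Repeats: singlicate testing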
# PHOSPHO1 block: PHOSPHO1 (human) inhibition. Q8TCT1. recombinant PHOSPHO1, absorbance phosphatase assay. inhibition, % at 13.3 µM. actives 1.1% (n = 290,000). AID 1565; in the data active = inhibition above about 60%
# Target sequence (Q8TCT1 whole entry, looked up): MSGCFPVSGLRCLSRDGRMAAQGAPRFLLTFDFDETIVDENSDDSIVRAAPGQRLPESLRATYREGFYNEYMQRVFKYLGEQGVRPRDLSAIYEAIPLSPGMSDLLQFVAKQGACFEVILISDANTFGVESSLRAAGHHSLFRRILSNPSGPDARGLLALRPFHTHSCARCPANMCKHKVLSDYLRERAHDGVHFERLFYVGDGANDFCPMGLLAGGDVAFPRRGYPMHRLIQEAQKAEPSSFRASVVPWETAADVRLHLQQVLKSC
# pCIP destab: compounds decreasing mouse p/CIP protein stability. Q05BA5. F442A p/CIP-EGFP cells, EGFP fluorescence, 16 h. decrease of EGFP signal, % at 10 µM. actives 0.01% (n = 290,000). AID 1984;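 active = EGFP signal decrease of at least 30% at 10 µM or well 3 SD below plate mean, unless failing retest; inactive = the rest, including hits failing retest or dose response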; also: some compounds called inactive have numbers as strong as hits; many of its hits are not listed in these tables
# GPR7 antag: antagonists of human GPR7 (neuropeptides B/W receptor 1) | P48145 | GPR7-expressing cells, fluorescence antagonist assay | inhibition, % at 4.4 µM | actives 1.1% (n = 290,000); in the data active = inhibition above about 16%, passing the limit was not always enough;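 also: cells stimulated with the agonist NPW; 0% = agonist with vehicle and 100% = vehicle without agonist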
# Target sequence (P48145 whole entry, looked up): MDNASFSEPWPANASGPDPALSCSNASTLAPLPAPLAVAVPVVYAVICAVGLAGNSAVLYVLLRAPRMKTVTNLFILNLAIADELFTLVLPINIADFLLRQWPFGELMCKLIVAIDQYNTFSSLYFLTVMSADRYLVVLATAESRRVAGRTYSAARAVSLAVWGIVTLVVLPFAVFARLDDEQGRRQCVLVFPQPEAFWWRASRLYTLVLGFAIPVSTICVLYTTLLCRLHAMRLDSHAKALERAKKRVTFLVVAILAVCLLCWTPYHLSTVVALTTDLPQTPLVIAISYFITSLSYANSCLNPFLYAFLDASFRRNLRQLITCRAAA
# An asterisk follows results filed as active; / = not tested or not shown.
1	Nc1cc(=O)[nH]c(SCC(=O)Nc2ccc(Cl)c(Cl)c2)n1
2	COCCC(=O)NNS(=O)(=O)c1ccc(Cl)cc1
3	Cc1cc(C)c(S(=O)(=O)NC2CC3CCC2C3)c(C)c1 (stereo unspecified)
4	CC(/C=C/c1ccccc1)=N/NC(=O)Cn1nnc(N)n1
5	O=C1Nc2ccc(S(=O)(=O)N(CCO)CCO)c3cccc1c23
6	CCC(C(=O)NC(C)(C)C)N(C(=O)c1ccc(Cl)nc1)C1CCCC1 (stereo unspecified)
7	NC1=NS(=O)(=O)NC1c1cccc(Cl)c1 (stereo unspecified)
8	CCC(=O)Nc1ccc(C(=O)CSc2nnc(-c3ccccc3F)n2CCc2ccccc2)cc1

entry no.,1,2,3,4,5,6,7,8
IDE cell activ,-7,4,-6,/,6,-6,1,0
IDE cell inh,6,4,3,-8,/,-3,0,4
NALP1 yeast inh,13,13,0,/,2,10,7,10
M18AAP inhibitor,-12,-16,1,2,-1,-6,2,10
VIM-2 inhibitor,-2.1,0.9,-2.1,-4.8,-0.3,0.3,-2.7,6.1
IMP-1 inh,-1.7,0.9,-3.9,-2.8,-2.2,-2.0,-0.7,-2.6
PHOSPHO1 block,8,0,55,18,24,20,0,-19
pCIP destab,1,-12,-1,8,4,-18,-10,-3
GPR7 antag,-6,2,-9,-6,-13,-3,2,-10

# Continued; it opens with the 4 that closed the last part.
5	O=C1Nc2ccc(S(=O)(=O)N(CCO)CCO)c3cccc1c23
6	CCC(C(=O)NC(C)(C)C)N(C(=O)c1ccc(Cl)nc1)C1CCCC1 (stereo unspecified)
7	NC1=NS(=O)(=O)NC1c1cccc(Cl)c1 (stereo unspecified)
8	CCC(=O)Nc1ccc(C(=O)CSc2nnc(-c3ccccc3F)n2CCc2ccccc2)cc1
9	O=C(Nc1ccc2nn(-c3ccccc3)nc2c1)c1ccc2c(c1)OCCO2
10	Cc1ccc2c(c1)nnn2C1CCN(C(=O)C2CCCCC2)CC1
11	NC(=O)c1sc2cc(C(F)(F)F)cnc2c1-c1cccs1
12	CC1=NN(C(C#N)c2ccccc2)C(c2ccccc2)C1 (stereo unspecified)
13	CC(=O)Nc1ccc(N=Cc2c(O)ccc3ccccc23)cc1
14	CC1CCCCC12NC(=O)N(CC(=O)NCCc1ccccn1)C2=O (stereo unspecified)
15	CCN1C(=O)N(S(=O)(=O)c2ccc(C)cc2)[C@@H](c2ccccc2)C(C(=O)OC)=C1C
16	Cc1nn(C)cc1NC(=O)CC12CC3CC(CC(C3)C1)C2

entry no.,5,6,7,8,9,10,11,12,13,14,15,16
IDE cell activ,6,-6,1,0,-6,-5,0,/,-1,3,-3,1
IDE cell inh,/,-3,0,4,5,5,1,1,0,2,5,3
NALP1 yeast inh,2,10,7,10,3,5,1,18,-3,-21,-8,20
M18AAP inhibitor,-1,-6,2,10,-1,1,-20,-2,3,4,/,-1
VIM-2 inhibitor,-0.3,0.3,-2.7,6.1,-1.7,-3.6,-2.9,1.6,-0.7,-1.6,/,-1.9
IMP-1 inh,-2.2,-2.0,-0.7,-2.6,-1.1,-1.1,0.6,0.8,-2.5,-2.1,/,-4.0
PHOSPHO1 block,24,20,0,-19,-6,41,24,32,34,4,18,5
pCIP destab,4,-18,-10,-3,-13,-5,4,3,-1,-10,-9,-10
GPR7 antag,-13,-3,2,-10,2,4,-5,37*,-9,-12,/,-2

17	C/C(=N\NC(=O)CSc1ncccn1)c1ccc2c(c1)OCCO2
18	COc1ccc(C(c2nnnn2Cc2cccs2)N2CCN(c3ccc(F)cc3)CC2)cc1OC (stereo unspecified)
19	O=C(CCCN1C(=O)c2ccccc2C1=O)Nc1c(C(=O)C2CC2)oc2ccccc12
20	O=C(CCCn1c(=O)c2sccc2n(CC(=O)NCc2ccco2)c1=O)NCc1ccco1
21	COC(=O)c1ccc(CSc2nc3ccccc3c(=O)n2N)cc1
22	CN1CCc2c(sc3c2C(=O)NC(/C=C\c2ccccc2)N3)C1 (stereo unspecified)
23	CSc1ccccc1C(=O)Nc1cc(C)ccc1C
24	O=C(O)CNC1=NCCCCC1

entry no.,17,18,19,20,21,22,23,24
IDE cell activ,4,-1,5,-4,-2,/,0,3
IDE cell inh,-1,3,2,3,3,11,-2,0
NALP1 yeast inh,20,-20,10,35,5,-4,6,25
M18AAP inhibitor,0,3,8,4,16,8,-7,5
VIM-2 inhibitor,-4.7,-2.5,-1.8,0.4,-0.3,-0.5,-0.3,-1.8
IMP-1 inh,-2.4,-0.4,-1.5,1.6,-4.9,-3.0,-1.6,-3.3
PHOSPHO1 block,-4,9,-11,4,33,37,34,-8
pCIP destab,1,-8,-13,4,-6,1,-12,-19
GPR7 antag,-6,14,-10,8,1,-19,-13,-8

# 4 entries from above, field by field.
7	NC1=NS(=O)(=O)NC1c1cccc(Cl)c1 (stereo unspecified)
  IDE cell activ: 1	IDE cell inh: 0	NALP1 yeast inh: 7	M18AAP inhibitor: 2	VIM-2 inhibitor: -2.7	IMP-1 inh: -0.7	PHOSPHO1 block: 0	pCIP destab: -10	GPR7 antag: 2
5	O=C1Nc2ccc(S(=O)(=O)N(CCO)CCO)c3cccc1c23
  IDE cell activ: 6	IDE cell inh: /	NALP1 yeast inh: 2	M18AAP inhibitor: -1	VIM-2 inhibitor: -0.3	IMP-1 inh: -2.2	PHOSPHO1 block: 24	pCIP destab: 4	GPR7 antag: -13
17	C/C(=N\NC(=O)CSc1ncccn1)c1ccc2c(c1)OCCO2
  IDE cell activ: 4	IDE cell inh: -1	NALP1 yeast inh: 20	M18AAP inhibitor: 0	VIM-2 inhibitor: -4.7	IMP-1 inh: -2.4	PHOSPHO1 block: -4	pCIP destab: 1	GPR7 antag: -6
11	NC(=O)c1sc2cc(C(F)(F)F)cnc2c1-c1cccs1
  IDE cell activ: 0	IDE cell inh: 1	NALP1 yeast inh: 1	M18AAP inhibitor: -20	VIM-2 inhibitor: -2.9	IMP-1 inh: 0.6	PHOSPHO1 block: 24	pCIP destab: 4	GPR7 antag: -5

# (cont.)
25	O=c1cc(CN2CCC3(CC2)OCCO3)c2c(ccc3ccccc32)o1
26	CCNc1nc(OC)nc(N2CCC(Cc3ccccc3)CC2)n1
27	COc1cccc(NC(=O)CCNC(=O)Cn2ccc3ccccc3c2=O)c1
28	O=C(COc1ccc(Cl)cc1)NCc1nnc(SCC(=O)NCC2CCCO2)o1 (stereo unspecified)
29	N#Cc1cc2c(nc1SCc1nc3ccccc3[nH]1)CCC2

entry no.,25,26,27,28,29
IDE cell activ,0,2,4,0,/
IDE cell inh,-6,10,1,2,2
NALP1 yeast inh,38,18,9,-5,10
M18AAP inhibitor,6,-2,-9,3,5
VIM-2 inhibitor,-1.9,-3.8,-0.7,-4.1,-3.4
IMP-1 inh,-3.5,-5.2,1.0,-3.0,-4.2
PHOSPHO1 block,-14,-24,14,-8,74*
pCIP destab,0,6,-3,0,3
GPR7 antag,-8,-8,-11,-23,-6
